CHO parental Ca = signal in parental CHO cells, OX1R antagonist counter-screen | parental CHO-K1, ATP-induced calcium, Fluo-8 fluorescence | inhibition, % at 5.6 µM | hit rate 0.63% among 330,000;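 active means inhibition above that plate's mean sample inhibition plus 3 SD, cut at about 26% in these data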;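 further: 0% = ATP-challenged DMSO wells and 100% = DMSO wells without ATP; some compounds past the cut are filed as inactive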
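Measured by: calcium-sensitive Fluo-8 fluorescence / Test system: CHO parental line / Controls: ATP-challenged DMSO wells low, unchallenged DMSO wells high / Measure: % inhibition / Compound: single nominal dose of 5.6 µM per compound / Replicates: single well per compound, no replicates / Reagent: ATP as calcium-mobilizing challenge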
V1aR counter = counter-screen for oxytocin receptor agonists: human V1a receptor agonists; P37288; CHO-V1R cells, Fluo-8 calcium fluorescence, agonist mode; 0% DMSO, 100% 3 nM vasopressin; activation, % at 3 µM; hit rate 0.25% among 320,000;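 active means activation above the mean activation of all tested compounds plus 3 SD, per screening run, cut at about 20% in these data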;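 further: signal is peak over basal fluorescence ratio across a 100 second FLIPR read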
CHO-K1 Ca ag = counter-screen for M1 agonists: effect in parental CHO-K1 cells; Fluo-8 calcium fluorescence; scaled to maximal ATP response, vehicle zero; activation, % at 3 µM; hit rate 0.48% among 360,000; in the data active means activation above about 15%;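 further: untransfected CHO-K1 host cells lacking M1 receptor as counterscreen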
OXTR potentiate = potentiators of human oxytocin receptor | activation, % at 3 µM | AID 2445 | P30559 | CHO-OTR cells, Fluo-8 calcium fluorescence, potentiator mode; 0% = oxytocin EC15, 100% = EC100 | hit rate 0.061% among 320,000;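 active means activation above that plate's cutoff, the mean activation of tested compounds plus 3 SD, cut at about 6.6% in these data, passing the limit was not always enough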;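 further: 100% uses oxytocin at 75 nM as the full agonist control; some results filed as inactive read as strong as hits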
Target sequence (P30559 whole entry, looked up): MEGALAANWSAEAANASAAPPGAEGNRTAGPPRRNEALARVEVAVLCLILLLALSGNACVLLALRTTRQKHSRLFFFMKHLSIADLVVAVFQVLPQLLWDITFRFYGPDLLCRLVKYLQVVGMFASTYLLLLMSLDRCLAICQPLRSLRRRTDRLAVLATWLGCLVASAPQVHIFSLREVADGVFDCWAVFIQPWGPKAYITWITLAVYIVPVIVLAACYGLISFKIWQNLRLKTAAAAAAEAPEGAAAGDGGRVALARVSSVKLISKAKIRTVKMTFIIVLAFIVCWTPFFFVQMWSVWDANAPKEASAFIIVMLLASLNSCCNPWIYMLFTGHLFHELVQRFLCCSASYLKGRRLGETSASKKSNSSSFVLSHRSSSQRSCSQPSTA
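Material: CHO-OTR cells, human receptor; compound dosing: single dose, 3.0 µM nominal final compound concentration; schedule: 6 min compound pre-incubation at room temperature, 100 s kinetic read; measured by: kinetic Fluo-8 calcium fluorescence; read-out basis: % activation vs EC15 and EC100 oxytocin; controls: EC15 oxytocin alone as 0%, 75 nM oxytocin as 100%; replicates: singlicate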
TAAR1 antagonist = antagonists of human TAAR1. Q96RJ0. CHO RD-HGA16 TAAR1, Fluo-8 calcium fluorescence, antagonist. inhibition, % at 3 µM. hit rate 1.5% among 360,000. AID 624466;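 active means inhibition above a per-plate cutoff, the mean inhibition of test compounds on that plate plus 3 SD, cut at about 49% in these data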;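 further: 0% = DMSO plus EC80 beta-PEA response and 100% = DMSO alone without agonist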
Target sequence (Q96RJ0 whole entry, looked up): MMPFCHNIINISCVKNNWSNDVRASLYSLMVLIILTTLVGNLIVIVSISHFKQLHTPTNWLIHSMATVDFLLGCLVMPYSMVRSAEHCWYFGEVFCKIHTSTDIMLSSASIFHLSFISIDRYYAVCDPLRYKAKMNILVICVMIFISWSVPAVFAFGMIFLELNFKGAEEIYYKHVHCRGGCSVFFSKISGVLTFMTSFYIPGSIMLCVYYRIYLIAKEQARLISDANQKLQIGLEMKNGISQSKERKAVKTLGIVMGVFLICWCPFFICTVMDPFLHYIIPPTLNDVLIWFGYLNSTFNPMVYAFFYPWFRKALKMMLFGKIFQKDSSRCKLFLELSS
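Test system: hTAAR1-expressing CHO RD-HGA16 cells, Gα16-coupled; Probe or stimulus: EC80 β-phenethylamine stimulus; Compound dosing: single nominal final test compound concentration of 3 µM; Timing: 140 s kinetic read after compound, 140 s after agonist; Signal: Fluo-8 calcium-sensitive fluorescence; Measure: % inhibition of agonist calcium response; Controls: DMSO and EC80 PEA controls.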
OXTR agonist = activates the human oxytocin receptor; P30559; CHO-OTR cells, Fluo-8 calcium fluorescence; normalized: DMSO 0%, oxytocin 100%; activation, % at 3 µM; hit rate 0.32% among 320,000; AID 2435;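 active means activation above the mean of all tested compounds plus 3 SD, cutoff set per screening run, cut at about 20% in these data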;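 further: peak over basal fluorescence ratio from a 100 s FLIPR kinetic read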
GPR7 antag = antagonists of human GPR7 (neuropeptides B/W receptor 1); hit rate 1.1% among 290,000; AID 1861; GPR7-expressing cells, fluorescence antagonist assay; inhibition, % at 4.4 µM; in the data active means inhibition above about 16%, passing the limit was not always enough;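 further: cells stimulated with the agonist NPW; 0% = agonist with vehicle and 100% = vehicle without agonist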
Target sequence (P48145 whole entry, looked up): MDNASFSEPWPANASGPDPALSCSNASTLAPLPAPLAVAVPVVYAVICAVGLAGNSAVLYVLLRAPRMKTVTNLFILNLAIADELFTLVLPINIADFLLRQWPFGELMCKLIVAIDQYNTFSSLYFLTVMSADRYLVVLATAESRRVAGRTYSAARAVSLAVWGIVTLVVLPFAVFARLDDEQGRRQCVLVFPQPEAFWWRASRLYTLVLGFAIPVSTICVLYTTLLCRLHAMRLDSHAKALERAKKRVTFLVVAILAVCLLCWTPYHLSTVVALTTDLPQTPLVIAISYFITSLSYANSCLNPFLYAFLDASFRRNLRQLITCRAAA
M1 PAM parental = nonselective activator or artifact in parental CHO-K1 calcium assay; ATP EC20, Fluo-8 calcium fluorescence; 0% at ATP EC20, 100% at ATP max; activation, % at 3 µM; hit rate 0.02% among 360,000; AID 602247;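 active means activation above the run cutoff, the mean activation of all test compounds plus 3 SD, cut at about 40% in these data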;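 further: peak over basal fluorescence ratio in a 140 s read after ATP addition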
CHO-K1 Ca antag = counter-screen for M1 antagonists: effect in parental CHO-K1 cells | ATP-induced calcium, Fluo-8 fluorescence | inhibition, % at 3 µM | hit rate 0.6% among 360,000;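 active means inhibition above a per-plate cutoff, the plate's mean sample inhibition plus 3 SD, cut at about 24% in these data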;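 further: 0% = DMSO plus EC80 ATP and 100% = DMSO alone without ATP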
Active calls of the source: *; / = not tested or not shown. Compounds were not picked by outcome; about 3.5% have a hit in one of these screens.

SMILES	CHO parental Ca	V1aR counter	CHO-K1 Ca ag	OXTR potentiate	TAAR1 antagonist	OXTR agonist	GPR7 antag	M1 PAM parental	CHO-K1 Ca antag
CC(C)(C)Cc1c(-c2cccc(Br)c2)nc2ccc(Br)cn12	/	/	0.5	/	-28	/	/	13	-22
O=C(c1ccccc1)c1ccccc1C(=O)N1CCN(C(=O)c2ccccc2)CC1	-6	0.4	0.6	-4	0	-0.8	-4	14	1
COc1ccc(NC(=O)CCC(=O)OCC(=O)c2ccc(Oc3ccc([N+](=O)[O-])cc3)cc2)cc1	4	3.6	4.7	-12	23	-0.2	-2	28	-8
COc1ccc([C@H]2C[C@@H](n3cc(COC(=O)c4ccccc4)nn3)[C@H](O)CN2C(=O)C2CCCCC2)cc1	/	/	1.7	/	-6	/	/	9	-7
CC1(CCc2ccccc2)NC(=S)N(c2ccccc2)N1 (stereo unspecified)	2	0.0	0.1	-1	-4	0.5	6	9	-8
CCOC(=O)N1CCN(Cc2nc3ccc([N+](=O)[O-])cc3c(=O)n2-c2ccc(OC)cc2OC)CC1	-18	2.7	6.3	-4	8	-0.1	-23	-3	-6
COc1ccc2c(C)cc(SCc3c(C)noc3C)nc2c1	-30	0.0	-0.9	1	0	0.8	-3	-2	-5
O=C(Nc1ccc(Cl)cc1)c1csc(Cc2ccccc2)n1	-12	-0.3	1.1	1	9	-1.5	-10	3	4
CC(C(=O)NCc1ccccc1)N1C(=O)c2ccccc2C1=O (stereo unspecified)	-1	-1.1	1.1	-11	-20	1.5	0	11	-5
O=C1CCC(C(=O)N2CCCCO2)CN1Cc1cccc(F)c1 (stereo unspecified)	-6	1.0	1.3	-7	-2	0.1	-18	9	-18
CCC(C)Oc1cccc(OCCCCN2C(=O)NC(C)(C)C2=O)c1 (stereo unspecified)	-25	-0.4	2.1	-4	-13	-1.1	-11	15	-8
COC(=O)C1=C(C)Nc2nc(SCc3ccccc3)[nH]c(=O)c2C1c1cccs1 (stereo unspecified)	5	-0.4	0.8	1	-6	-1.5	33*	21	-5
COc1cccc(NC2SC(=O)N(c3ccccc3)C2=O)c1 (stereo unspecified)	-5	-0.1	0.8	-9	1	-0.6	7	18	-2
CCS(=O)(=O)c1ccc2oc(Nc3ccccc3Cl)nc2c1	-2	0.9	1.3	-4	7	0.2	1	4	-17
Cc1cc(C)c2c(CC(=O)Nc3ccc(Cl)cn3)coc2c1	-24	-0.5	0.0	-11	2	-1.6	3	3	3
COc1ccccc1C(=O)C1CCCN(C(=O)c2cccc(-n3cccn3)c2)C1 (stereo unspecified)	-28	0.6	2.5	-5	-9	-0.1	0	19	-12
CCOc1cc(C(c2c(C)[nH][nH]c2=O)c2c(C)[nH][nH]c2=O)ccc1O	0	0.2	-0.1	-2	-3	-0.2	-11	0	7
COC(=O)c1ccccc1NC(=O)CSc1nnnn1C1CCCCC1	-5	-0.1	0.4	-15	-10	-0.2	2	-7	3
O=C1CSC(=Nc2ccc(Cl)cc2)N1	-2	0.1	0.1	-17	-15	0.2	13	1	-2
CCC(C)NC(=O)c1ccc2c(SCC(=O)O)c3c(nc2c1)CCCC3 (stereo unspecified)	2	0.9	0.5	2	-5	1.1	-3	17	-1
CCOC(=O)C1=C(C)N(C[C@@H]2CC[C@@H](Cc3ccc(-c4ccccc4)cc3)O2)C(=O)NC1c1ccc([N+](=O)[O-])cc1 (stereo partly specified)	-14	/	0.1	/	-22	/	/	-1	-7
COC(=O)C(c1ccccc1)C(CC(=O)c1ccccc1)c1ccccc1 (stereo unspecified)	/	/	2.1	/	76*	/	/	7	5
COCCN1C(=O)CCC1(C)C(=O)Nc1ccc2c(c1)OCCO2 (stereo unspecified)	/	/	0.0	/	-27	/	/	-4	13
CSc1nc(N)c2c(n1)OC(N)=C(C#N)C2c1cccnc1 (stereo unspecified)	-3	0.1	-0.6	4	-18	-0.5	-4	0	7
Cc1cc(NC(=O)COC(=O)CNS(=O)(=O)c2c(F)cc(F)cc2Br)no1	-8	0.4	1.7	-5	-30	0.6	/	7	-4

11 neighbouring records from above, quoted:
SMILES	CHO parental Ca	V1aR counter	CHO-K1 Ca ag	OXTR potentiate	TAAR1 antagonist	OXTR agonist	GPR7 antag	M1 PAM parental	CHO-K1 Ca antag
CC(C)(C)Cc1c(-c2cccc(Br)c2)nc2ccc(Br)cn12	/	/	0.5	/	-28	/	/	13	-22
O=C(c1ccccc1)c1ccccc1C(=O)N1CCN(C(=O)c2ccccc2)CC1	-6	0.4	0.6	-4	0	-0.8	-4	14	1
COc1ccc(NC(=O)CCC(=O)OCC(=O)c2ccc(Oc3ccc([N+](=O)[O-])cc3)cc2)cc1	4	3.6	4.7	-12	23	-0.2	-2	28	-8
COc1ccc([C@H]2C[C@@H](n3cc(COC(=O)c4ccccc4)nn3)[C@H](O)CN2C(=O)C2CCCCC2)cc1	/	/	1.7	/	-6	/	/	9	-7
CC1(CCc2ccccc2)NC(=S)N(c2ccccc2)N1 (stereo unspecified)	2	0.0	0.1	-1	-4	0.5	6	9	-8
CCOC(=O)N1CCN(Cc2nc3ccc([N+](=O)[O-])cc3c(=O)n2-c2ccc(OC)cc2OC)CC1	-18	2.7	6.3	-4	8	-0.1	-23	-3	-6
COc1ccc2c(C)cc(SCc3c(C)noc3C)nc2c1	-30	0.0	-0.9	1	0	0.8	-3	-2	-5
O=C(Nc1ccc(Cl)cc1)c1csc(Cc2ccccc2)n1	-12	-0.3	1.1	1	9	-1.5	-10	3	4
CC(C(=O)NCc1ccccc1)N1C(=O)c2ccccc2C1=O (stereo unspecified)	-1	-1.1	1.1	-11	-20	1.5	0	11	-5
O=C1CCC(C(=O)N2CCCCO2)CN1Cc1cccc(F)c1 (stereo unspecified)	-6	1.0	1.3	-7	-2	0.1	-18	9	-18
CCC(C)Oc1cccc(OCCCCN2C(=O)NC(C)(C)C2=O)c1 (stereo unspecified)	-25	-0.4	2.1	-4	-13	-1.1	-11	15	-8

The listing picks up with the two entries that preceded the break.
SMILES	CHO parental Ca	V1aR counter	CHO-K1 Ca ag	OXTR potentiate	TAAR1 antagonist	OXTR agonist	GPR7 antag	M1 PAM parental	CHO-K1 Ca antag
CSc1nc(N)c2c(n1)OC(N)=C(C#N)C2c1cccnc1 (stereo unspecified)	-3	0.1	-0.6	4	-18	-0.5	-4	0	7
Cc1cc(NC(=O)COC(=O)CNS(=O)(=O)c2c(F)cc(F)cc2Br)no1	-8	0.4	1.7	-5	-30	0.6	/	7	-4
O=C(CN1C(=O)c2ccccc2S1(=O)=O)N1CCN(c2ccccc2F)CC1	-9	4.1	0.3	-7	-3	2.4	-4	-1	5
CC(=O)c1ccc(Sc2ccccc2N)c([N+](=O)[O-])c1	6	-1.4	1.0	-4	1	-1.5	-11	-15	15
Cc1ccc(S(=O)(=O)Nc2ccccc2C(=O)N2CCCC2)cc1	-10	0.5	0.2	1	-29	0.0	-2	-19	1
Cc1ccccc1Nc1c(-c2ccc(N3CCOCC3)cc2)nc2ncccn12	-11	0.9	0.0	-3	-39	1.4	-19	-18	6
Cc1ccc(S(=O)(=O)Nc2ccc(Cl)cc2)cc1NC(=O)c1cc2c(s1)CCCC2	-23	1.3	1.0	-15	19	-1.0	-15	10	-4
CC1(C)CC(N(Cc2ccccc2)C(=O)Cc2ccccc2)CCO1 (stereo unspecified)	-17	-1.0	0.5	-9	0	-2.4	-11	16	-12
CSCC[C@H](NC(=O)OC(C)(C)C)C(=O)NCC1CCC(C(=O)O)CC1 (stereo partly specified)	3	0.7	-0.2	2	-9	0.0	-7	-1	5
CNC(=O)c1c(NC(=O)c2nc3ccccc3s2)sc2c1CCC2	-6	0.3	0.9	-5	/	-0.5	-1	7	-6
CCN(CC)C(=O)CSc1nc2ccccc2c(=O)n1CCC(=O)NCCc1ccc(OC)c(OC)c1	-10	0.5	3.0	-6	-11	1.0	-10	9	-10
COc1cccc(-n2cc(CNC(=O)C3CCC(=O)N(C4CC4)C3)cn2)c1 (stereo unspecified)	-11	0.1	0.4	1	-20	-0.6	-6	0	2
O=C(COc1ccccc1Cl)N1N=C(c2cccs2)CC1c1ccco1 (stereo unspecified)	-14	0.9	0.0	-7	7	-1.9	/	6	-13
CCOCC(=O)Nc1cccc(OC)c1	5	0.4	3.1	1	7	-0.1	-27	12	0
CC(=O)Nc1ccc(C(=O)NC2CCSc3ccccc32)cc1 (stereo unspecified)	-4	-0.3	1.6	-9	-1	0.2	-7	20	-11
COc1cc(/C=N/NC(=S)NCCN2CCOCC2)ccc1O	-7	-0.4	0.1	12*	-1	0.1	-1	19	0
COc1ccccc1/C=C(\NC(=O)c1ccc(OC)c(OC)c1)C(=O)Nc1cc([N+](=O)[O-])ccc1C	-17	0.6	0.5	-12	12	0.9	-1	16	-3
CCOc1ccc(CCNC(=O)COC(=O)c2cc(=O)[nH]c3ccccc23)cc1OCC	-18	-1.3	0.4	-4	-22	-1.1	/	8	2
Cc1noc(C)c1NC(=O)Nc1ccc2c(c1)CC(=O)N([C@@H](C)CO)C[C@@H](C)[C@@H](CN(C)C(=O)Nc1cccc3ccccc13)O2	0	1.1	-0.3	-5	5	-0.3	/	12	3
CCOC(=O)N1CCN(C(=O)CSc2nnc(Cc3cccn3C)n2CCc2ccccc2)CC1	-12	-0.5	0.8	1	-21	0.1	0	23	-14
Cc1cccc(NC(=O)c2ccc(C(=O)c3ccccc3)o2)c1	1	-0.1	0.0	3	2	-2.0	-9	4	4
O=C(NCc1cccc(Cl)c1)c1ccc2c(c1)OCCO2	0	0.8	0.9	-10	4	-1.2	4	24	-15
CC(=O)c1nc2ccccc2n1S(=O)(=O)c1ccc(C)cc1	-8	0.4	0.8	-6	6	0.1	11	19	-7
Cc1ccccc1CSCC(=O)Nc1c(C)n(C)n(-c2ccccc2)c1=O	-9	-0.6	0.6	2	-2	0.7	5	21	-5
COc1ccc(OC)c(NC(=O)c2ccc(NC3=NC4CS(=O)(=O)CC4S3)cc2)c1 (stereo unspecified)	-4	0.5	0.9	-2	10	-0.5	4	20	-6

Screens from PubChem.
